From PubChem
CCT modulator: cytosolic chaperonin activity modulation; purified chaperonin ATPase assay, HTRF ADP detection, 30 min; activity change, % (no concentration beside the values), hits read low; 360,000 tested, 0.3% active; AID 651819; in the data active means activity change below about -30%; further: on the % scale 0 is the no-effect control and ±100 the full control effect
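TRiC (40 or 20 nM final, by batch activity) in 30 mM Tris pH 7.4, 100 mM KCl, 5 mM MgCl2, 1 mM DTT was treated with compound at 76 uM single dose, then 10 uM ATP, 30 min at 37 °C. ADP was read by HTRF Transcreener.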
WRN inhibitor: WRN helicase (human) inhibition | Q14191 | WRN helicase unwinding, fluorescent forked duplex, kinetic | Potency, µM (top dose mostly 114 µM), without a hit: at the highest dose activity change, negative = inhibition, hits mostly inhibitors | 360,000 tested, 0.46% active | AID 651768; further: potency means the concentration at half of the fitted maximal effect; on the % scale 0 is the no-effect control and ±100 the full control effect; nearly all actives have a fitted effect of over 55% in size
Target sequence (Q14191 whole entry, looked up): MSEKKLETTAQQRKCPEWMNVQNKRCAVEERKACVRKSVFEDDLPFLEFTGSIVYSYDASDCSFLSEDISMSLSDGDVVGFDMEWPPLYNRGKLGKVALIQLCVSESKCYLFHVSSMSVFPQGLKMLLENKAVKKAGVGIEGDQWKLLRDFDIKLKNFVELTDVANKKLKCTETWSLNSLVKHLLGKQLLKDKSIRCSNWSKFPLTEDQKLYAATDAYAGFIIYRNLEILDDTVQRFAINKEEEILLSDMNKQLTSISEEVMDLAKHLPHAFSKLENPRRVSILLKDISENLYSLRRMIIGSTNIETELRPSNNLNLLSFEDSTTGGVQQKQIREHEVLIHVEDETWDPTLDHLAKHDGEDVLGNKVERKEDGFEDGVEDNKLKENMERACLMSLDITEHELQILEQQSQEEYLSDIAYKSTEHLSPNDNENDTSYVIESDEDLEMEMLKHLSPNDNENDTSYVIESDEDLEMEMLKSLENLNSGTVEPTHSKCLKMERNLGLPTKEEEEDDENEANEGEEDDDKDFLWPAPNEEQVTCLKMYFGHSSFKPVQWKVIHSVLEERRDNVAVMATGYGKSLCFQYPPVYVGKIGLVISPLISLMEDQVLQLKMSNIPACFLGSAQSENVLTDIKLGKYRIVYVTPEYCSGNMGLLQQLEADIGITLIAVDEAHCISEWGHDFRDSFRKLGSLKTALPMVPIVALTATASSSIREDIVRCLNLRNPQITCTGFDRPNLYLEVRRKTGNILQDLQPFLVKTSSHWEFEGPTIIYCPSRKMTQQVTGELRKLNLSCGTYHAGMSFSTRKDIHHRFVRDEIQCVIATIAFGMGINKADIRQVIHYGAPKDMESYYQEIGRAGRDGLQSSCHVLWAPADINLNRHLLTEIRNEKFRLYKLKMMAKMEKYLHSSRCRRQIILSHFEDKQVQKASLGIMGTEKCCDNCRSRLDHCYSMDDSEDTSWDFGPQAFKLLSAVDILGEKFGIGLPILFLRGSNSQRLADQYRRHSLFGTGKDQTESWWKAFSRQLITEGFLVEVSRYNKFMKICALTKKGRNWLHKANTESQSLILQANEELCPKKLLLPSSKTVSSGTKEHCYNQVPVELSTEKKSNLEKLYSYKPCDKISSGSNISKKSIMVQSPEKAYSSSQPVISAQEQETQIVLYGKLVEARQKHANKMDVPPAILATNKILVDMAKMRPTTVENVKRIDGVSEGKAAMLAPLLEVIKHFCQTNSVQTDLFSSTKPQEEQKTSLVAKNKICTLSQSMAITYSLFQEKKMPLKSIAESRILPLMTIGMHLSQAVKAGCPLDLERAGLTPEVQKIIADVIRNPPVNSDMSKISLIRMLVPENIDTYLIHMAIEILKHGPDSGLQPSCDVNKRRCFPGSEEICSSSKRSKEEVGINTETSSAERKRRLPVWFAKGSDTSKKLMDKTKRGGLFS
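Primary qHTS, 1536-well format. 20 nM WRN + compound, 15 min RT; start with 100 nM forked fluorophore/quencher duplex, 2 mM ATP (final); kinetic read ex 525/em 598 nm.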
PLK1 PBD inh: blocks phosphopeptide binding to human PLK1 polo-box domain; P53350; AID 720504; Plk1 PBD binding of FITC phosphopeptide, fluorescence polarization; Potency, µM, for the others: max response, negative = inhibition, actives largely listed as inhibitors; 360,000 tested, 2.8% active; further: potency means the concentration at half of the fitted maximal effect; series mostly up to about 57 µM; on the % scale 0 is the no-effect control and ±100 the full control effect; nearly all actives have a fitted effect of over 65% in size
EPAC1 antag: blocks human EPAC1 exchange factor; 360,000 tested, 0.14% active; EPAC1 GEF assay, Rap1b-BODIPY-GDP exchange fluorescence; O95398; Potency, µM (top dose mostly 115 µM), for the others: at the highest dose activity change, negative = inhibition, usual class: inhibitors;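 further: potency means the concentration at half of the fitted maximal effect; plate controls were vehicle for no effect and positive control for full effect; nearly all actives have a fitted effect of over 50% in size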
Mm-Cpn inhibitor: M. maripaludis TRiC chaperonin inhibition. purified Mm-Cpn ATPase, ADP Transcreener TR-FRET. Potency, µM (highest dose often 76.9 µM), inactives show at the highest dose activity, negative = inhibition, most hits filed as inhibitors. 330,000 tested, 0.031% active; further: potency means the concentration at half of the fitted maximal effect; on the % scale 0 is the no-effect control and ±100 the full control effect; nearly all actives have a fitted effect of over 80% in size
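Compound-treated chaperonin, 25 nM final, turns over 10 uM ATP at 37°C for 30 min following a 10 min preincubation; ADP generated competes with ADP-d2 for Eu-cryptate antibody, lowering FRET.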
EPAC1 ag: EPAC1 (human) agonism | EPAC1 agonist qHTS, biochemical assay; response scale: 100% = response to 6.5 mM cAMP | Potency, µM (doses to about 154 µM), without a hit: top-dose activation, hits mostly activators | 360,000 tested, 0.073% active | AID 720707; further: potency means the concentration at half of the fitted maximal effect; nearly all actives have a fitted effect of over 60% in size
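EPAC1 100 nM, Rap1B–BODIPY-GDP 250 nM, unlabeled GDP 50 uM; compound titration; 5 min RT; kinetic read ex480/em540 at 5-min intervals ×30 min; data normalized to 6.5 mM cAMP agonist control.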
PI5P4K alpha inh: blocks human PI5P4K alpha kinase activity; max response, %; AID 652105; P48426; 330,000 tested, 1.2% active; PI5P4Kalpha enzyme, ADP-Glo luminescence, 60 min; active compounds read low; active means max response of -50% or lower; inconclusive means between -30% and -50%; inactive means -30% or higher; further: value at the top dose of about 77 µM; on the % scale 0 is the no-effect control and ±100 the full control effect
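ADP-Glo luminescence end-point after a 60 min room-temperature kinase reaction. PI5P4Kalpha and substrate in HEPES pH 7.4 buffer with EGTA, 0.1% CHAPS and 5% DMSO; ATP at 5 microM final.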
EPAC2 antagonist: blocks human EPAC2 exchange factor; EPAC2 GEF exchange of Rap1B-BODIPY-GDP, fluorescence; Potency, µM (highest dose often 114 µM), for the others: top-dose activity, negative = inhibition, hits mostly inhibitors; 360,000 tested, 0.18% active; Q8WZA2; AID 720708; further: potency means the concentration at half of the fitted maximal effect; on the % scale 0 is the no-effect control and ±100 the full control effect; nearly all actives have a fitted effect of over 45% in size; many of its hits are not listed in these tables
Numbers without * were called inactive; ? = inconclusive; nt = no result given; [ ] = dose if it differs, or a comment. Unless noted, the call rests on the fitted dose curve; in most records, active means well fitted curve in the direction sought with a large enough effect; inconclusive means small, poorly fitted or top-dose-only effect, or another doubt; inactive means no such curve, though single readings can be large; an effect the other way counts as inactive or inconclusive. This is a subset; count on the stated rates, not on these rows.

Molecule,EPAC2 antagonist,Mm-Cpn inhibitor,PI5P4K alpha inh,EPAC1 antag,EPAC1 ag,WRN inhibitor,CCT modulator,PLK1 PBD inh
O=C(O)COc1ccccc1/C=N/NC(=O)CSc1nc2ccccc2c(=O)n1-c1ccc(Cl)cc1,-4%,3%,-12,-14%,6%,-14%,-1.1,-17%
COc1cccc(C(=O)O)c1OS(=O)(=O)c1ccc(C)cc1,5%,nt,-1,13%,-9%,-1%,-0.5,-7%
C=C(Cl)COc1ccc2c(CCCC)cc(=O)oc2c1,-8%,-2%,6,-20%,10%,-5%,-2.7,-7%
Cc1ccc(NC(=O)CSc2ncn(-c3ccccc3)n2)cc1C,-1%,0%,nt,-9%,7%,-6%,-0.1,1%
COCCn1c(-c2cccc([N+](=O)[O-])c2)nc2c1c(=O)[nH]c(=O)n2Cc1ccccc1,-5%,-3%,-20,1%,6%,1%,2.5,1%
COc1ccc(CNC(=S)Nc2ccc(S(N)(=O)=O)cc2)cc1,3%,-3%,-18,19%,-4%,-5%,1.0,24µM*
COc1ccc(NC2CCCN(C(=O)c3csc(C)n3)C2)cc1 (centres undefined),-4%,3%,3,-28%,-2%,-19%,-0.9,0%
CCOc1ccc(C(=O)COC(=O)c2ccc(-n3cnnn3)cc2)cc1,1%,-5%,5,-8%,-14%,8%,-1.3,2%
CCN(CC)C(=O)NC1CC(=O)N(c2ccc(OC)cc2)C1 (centres undefined),2%,2%,0,3%,-2%,10%,0.2,-7%
COc1ccc(C(=O)NCC(=O)N/N=C/c2cccnc2)cc1,-2%,0%,-2,-10%,12%,-6%,-1.5,-6%
COc1cc(/C=N/NC(=O)CC2(C)OCCO2)cc(Br)c1O,18%,-3%,-3,-9%,2%,6%,-0.3,0%
COC(=O)/C(C#N)=C/c1ccc(-c2ccc(S(N)(=O)=O)cc2)o1,17%,-5%,?,6%,-7%,-20%,0.1,-6%
CC(=O)c1cnc2scnn2c1=O,1%,1%,1,-14%,7%,-5%,-1.1,-3%
Cc1ccc(CNC(=O)C(=O)c2cn(CC(=O)N3CCCC3)c3ccccc23)cc1,-9%,-1%,0,-9%,4%,-25%,-1.4,-9%
CCOC(=O)C1CCN(C(=O)c2ccccc2NC(C)=O)CC1,6%,1%,3,-7%,-1%,6%,0.2,-2%
O=C1NC(=Nc2cccc(Cl)c2)SC1Cc1cccc(Cl)c1Cl (centres undefined),4%,2%,nt,7%,2%,-11%,-1.1,-13%
CCN(C(=O)COC(=O)CCCOc1ccc(Cl)cc1C)c1c(N)n(Cc2ccccc2)c(=O)[nH]c1=O,-4%,nt,2,-14%,-12%,1%,-2.2,-8%
COc1ccc(C(O)c2nc(-c3ccc(F)cc3OC)cs2)cc1 (centres undefined),0%,nt,15,-13%,1%,-14%,-0.4,-10%
COc1ccc(CCn2ccc(O)c(Cc3ccc(Cl)cc3)c2=O)cc1OC,-1%,0%,1,-8%,0%,-10%,-1.5,6%
CCOc1ccccc1NC(=O)c1ccccc1-c1nc(-c2ccccc2)no1,-5%,3%,nt,-3%,20%,-11%,-3.9,-3%
CC(C)Oc1ccc(S(=O)(=O)N2CCOCC2)cc1NC(=O)c1cc([N+](=O)[O-])ccc1N1CCOCC1,-1%,1%,4,2%,3%,-6%,-0.3,-6%
COc1ccc(C(C(=O)NCC2CCCO2)N(C(=O)Cn2nnc3ccccc32)c2ccc(NC(C)=O)cc2)cc1OC (centres undefined),6%,-2%,0,-2%,7%,-2%[57.1 µM],-1.2,1%
O=C(N/N=C/c1ccc[nH]1)c1ccc(COc2cccc3cccnc23)cc1,0%,0%,-6,-1%,6%,-3%,-1.8,-8%
CCOC(=O)c1cc2c(=O)n3cccc(C)c3nc2n(CCCOC)c1=NC(=O)c1cccnc1,-4%,-1%,7,-14%,0%,-3%,-0.2,-9%
CC1Cc2ccccc2N1C(=O)CSc1nnnn1C(C)C (centres undefined),6%,0%,11,18%,0%,9%,2.0,0%
CCOC(=O)C1CCN(C(=O)CCN2C(=O)C3C4C=CC(C4)C3C2=O)CC1 (centres undefined),-2%,1%,-4,3%,9%,-7%,-1.6,-1%
C#CCOCCOCCOCCNc1nc(N2CCN(C(=O)[C@H]([C@@H](C)CC)n3cc(CCCCN)nn3)CC2)nc(N2CCN(C(=O)[C@H](CCCCN)n3cc(CC(C)O)nn3)CC2)n1 (some centres undefined),11%,1%,-5,-3%,-16%,4%,-1.3,10%
O=C(O)[C@H](Cc1ccccc1)NC(=O)N1CCC(Cc2ccccc2)CC1,6%,1%,-4,-3%,-7%,-2%,-1.8,0%
CCOC(=O)C1(Cc2cccc(OC)c2)CCN(Cc2csc(C(C)=O)c2)CC1,-3%,1%,2,?,4%,0%,0.6,-11%
O=C(Nc1ccccc1N1CCOCC1)c1ccc(Br)o1,-2%,-1%,nt,-4%,7%,-10%,1.5,-4%
N#Cc1ccc(OCc2nnc(SCC(=O)N3CCCc4ccccc43)n2-c2ccccc2)cc1,-12%,0%,-1,-12%,10%,-11%,0.1,-8%
Cn1cncc1C#Cc1c(-c2ccsc2)sc2ccccc12,-19%,-17%,45,-8%,7%,-1%,-3.2,0%
CCn1c(SCC(N)=O)nc2c1c(=O)n(C)c(=O)n2C,-4%,1%,nt,5%,6%,-5%,-1.1,-8%
COc1ccccc1NC(=O)NCCN1CCCCC1,8%,2%,2,6%,-1%,0%,-0.8,1%
O=C(/C=C/c1ccco1)N1CCN(S(=O)(=O)c2ccccc2)CC1,0%,-1%,?,-5%,-1%,-32%,-2.3,-26%
COC(=O)c1cc(N=Cc2c(O)c3ccccc3oc2=O)cc(C(=O)OC)c1,-8%,0%,1,3%,-2%,6%,0.6,-10%
COc1cc(-c2cc(=O)c3c(O)cc(O)cc3o2)ccc1O,-7%,nt,?,-4%,-12%,-4%,0.9,-8%
CCC(=O)Nc1cccc(-c2cc3ccccc3oc2=O)c1,-8%,0%,0,-13%,1%,-1%,1.0,-12%
COc1ccc(-c2ccc(C(=O)NCc3cccs3)c3occc23)c(C)c1,-5%,nt,2,-17%,3%,-10%,0.0,-9%
O=C1CNC(=S)N1CCCn1ccnc1,1%,0%,-4,4%,-8%,-1%,-2.5,-2%
COCCNC(=O)C(c1ccc(C)o1)N(Cc1ccc(F)cc1)C(=O)Cn1nnc2ccccc21 (centres undefined),16%,0%,-2,8%,-4%,-3%,1.1,-13%
COc1ccccc1N1CCN(Cc2nc(-c3ccc(F)cc3)oc2C)CC1,-16%,-1%,-1,-13%,-7%,-4%,-0.5,-11%
COCCNC(=O)COc1coc(CN2CCN(Cc3ccccc3)CC2)cc1=O,14%,1%,-3,-12%,-2%,-2%,-0.3,-11%
CC(C)c1cccc(C(C)C)c1OCCCCN1CCCC1,-1%,-2%,nt,3%,2%,1%,-0.4,-7%
CC(C)(C)C(=O)COC(=O)c1c2c(nc3ccccc13)CCC2,1%,0%,?,-19%,-18%,-12%[57.1 µM],-2.5,-18%
COc1ccc(NC(=O)C2CCCN(S(=O)(=O)c3cccc4nonc34)C2)cc1OC (centres undefined),7%,1%,0,-20%,6%,-5%,-1.9,-4%
CC(C)OC(=O)CSc1n[nH]c(-c2cccnc2)n1,-9%,-2%,0,-13%,6%,-9%,1.4,-6%
CCOc1ccc(N2C(=O)CNC2=S)cc1,2%,-1%,-7,2%,0%,-12%,1.2,-7%
CCc1nnc(NC(=O)C2CCN(c3nccc(C)n3)CC2)s1,1%,-1%,nt,8%,3%,1%,2.3,1%
O=S(=O)(Nc1cccc2ncccc12)c1cccc(C(F)(F)F)c1,0%,-1%,1,-13%,5%,1%,-1.6,-11%
COc1ccc(CNC(=O)C(C)OC(=O)c2cccn2C)cc1 (centres undefined),-1%,1%,0,-7%,6%,0%,-2.2,-8%
CCCCCC(=O)N1CCN(S(=O)(=O)c2ccc3c(c2)OCCCO3)CC1,0%,4%,9,8%,11%,6%,-0.3,-6%
COc1ccc(NC(=O)CN(C)C(=O)CCCc2nc3ccccc3s2)cc1,12%,-4%,-1,-8%,0%,-4%,-3.1,0%
CCCCCCCCN1C(=O)[C@H](CC(=O)NCCCN2CCCC2=O)C[C@@]2(C(=O)OC)CCCCC=C12,-9%,nt,-1,-22%,-21%,-1%,-0.4,-4%
COc1ccc(CC(=O)N/N=C/c2ccc(C)s2)cc1,6%,nt,0,-5%,-2%,?,2.0,-2%
COc1cc(S(=O)(=O)N2CCCCC2)ccc1NC(=O)c1ccc(F)cc1,0%,2%,nt,-25%,15%,2%,0.9,-5%

(cont.)
Molecule,EPAC2 antagonist,Mm-Cpn inhibitor,PI5P4K alpha inh,EPAC1 antag,EPAC1 ag,WRN inhibitor,CCT modulator,PLK1 PBD inh
CS(=O)(=O)N(CC(=O)NCc1ccncc1)Cc1ccc(Cl)cc1,-3%,1%,-4,7%,4%,5%,-0.6,-23%
O=C(NNc1ccccc1)c1ccc(Cl)c(Cl)c1,1%,nt,14,-7%,-3%,-4%,-0.9,-4%
C[C@@H]1O[C@@H](Oc2c(-c3cc(O)c(O)c(O)c3)oc3cc(O)cc(O)c3c2=O)[C@H](O)[C@H](O)[C@H]1O,-13%,-3%,?,?,-10%,-15%,1.1,?
CC(C)(C)NC(=O)C[C@H]1C[C@H](C(=O)N2CCOCC2)[C@@]2(CCC3CCCC3)c3[nH]c4ccc(Cl)cc4c3CCN2C1=O,-8%,2%,3,-17%,-4%,-12%,-0.9,-14%
O=C(CCCn1c(=O)[nH]c2ccsc2c1=O)Nc1ccc(F)cc1,5%,-2%,10,0%,6%,-7%,-1.2,-10%
CCOc1ccc(NC(=O)CCc2c(C)noc2C)cc1OC,-1%,1%,2,-3%,11%,-2%,0.8,-11%
CC(=O)Nc1ccc(S(=O)(=O)N(C)CCOCc2ccccc2)cc1,-26%,1%,11,-7%,0%,5%,-1.1,-15%
C/C(=N\Nc1cc(N2CCOCC2)nc(C)n1)c1ccc(F)cc1,-8%,?,2,-6%,1%,-2%,2.5,0%
CCOC(=O)C1=C(CC)Nc2ccccc2N/C1=N\S(=O)(=O)c1ccc(C(=O)OCC)cc1,-9%,1%,18,-18%,0%,-6%,0.1,-13%
